Screens (PubChem)
Growth percent in the NCI-60 one-dose screen (48 h, 10 µM unless noted): 100 = growth as untreated, 0 = no growth, -100 = all killed.
SK-MEL-2 = SK-MEL-2 melanoma. hit rate 4.7% among 77,000. AID 1794763
BT-549 = BT-549 breast cancer; hit rate 4.4% among 78,000
UACC-257 = UACC-257 melanoma; hit rate 4.4% among 78,000
MALME-3M = MALME-3M melanoma; hit rate 5.8% among 78,000
T-47D = T-47D breast cancer; hit rate 5% among 79,000; AID 1794792
HS 578T = HS 578T breast cancer. hit rate 4.1% among 78,000
UACC-62 = UACC-62 melanoma; hit rate 5.4% among 81,000
SK-MEL-28 = SK-MEL-28 melanoma | hit rate 4.1% among 81,000 | AID 1794761
Starred values were filed as active, the others as inactive; / = not tested or not shown. Rule for the calls: active = growth percent below 10; inactive = the rest.

cpd | Compound | SK-MEL-2 | BT-549 | UACC-257 | MALME-3M
1 | COc1ccc(/C=N/NC(=O)c2cnc3nc[nH]n3c2=O)cc1 | 85 | 109 | 95 | 105
2 | C=C(Cl)COC(=S)S | 107 | 99 | 99 | 103
3 | CN1C(=O)N(C)C2(c3ccccc3)n3c(s/c(=C\c4ccccc4)c3=O)=NNC12c1ccccc1 (centres undefined) | 100 | 105 | 98 | 87
4 | CCCCCCCCCNCCCCCCCCC | / | / | 67 | 18
5 | COc1c(NC[C@H]2OC(O)(CO)[C@@H](O)[C@@H]2O)c(=O)c1=O (some centres undefined) | 105 | 105 | 100 | 94
6 | CSc1nccc(-c2c(-c3ccc(N)cc3)nc3sccn23)n1 | 99 | 102 | 95 | 109
7 | O=C1N(c2ccccc2)c2ccccc2[C@]12Oc1ccccc1[C@H]1CC(c3ccc(F)cc3)=NN12 | 76 | 86 | 95 | 91
8 | CN(C(=O)c1ccc(C(C)(C)C)cc1)c1sc2c(c1C#N)CCC(=O)C2 | 98 | -28* | 97 | -6.1*
9 | CN1CCN(Cc2ccc(NC(=O)c3cncc(C#Cc4cncc5ncccc45)c3)cc2C(F)(F)F)CC1 | -69* | 39 | 6.4* | -14*
10 | NC(CSCC(=O)N1CCN(c2cc3c(cc2F)c(=O)c(C(=O)O)cn3C2CC2)CC1)C(=O)O (centres undefined) | 104 | / | 113 | 105
11 | CCCC1OC1(CC)C(=O)OCC(CC)(COC(=O)C1(CC)OC1CCC)COC(=O)C1(CC)OC1CCC (centres undefined) | 93 | 107 | 90 | 85
12 | CC(=O)SC(c1ccccc1)(c1ccccc1)c1ccccc1 | 103 | 97 | 105 | 96

cpd | T-47D | HS 578T | UACC-62 | SK-MEL-28
1 | 99 | 93 | 95 | 112
2 | 100 | 121 | 106 | 115
3 | 82 | 102 | 81 | 101
4 | 58 | 84 | 83 | 43
5 | 99 | 96 | 95 | 111
6 | 95 | 98 | 97 | 101
7 | 60 | 86 | 60 | 99
8 | -40* | 12 | -44* | 60
9 | 61 | -5.9* | 5.7* | 12
10 | 106 | 105 | 98 | 102
11 | 84 | 91 | 87 | 106
12 | / | 113 | 96 | 111

Carrying on.
cpd | Compound | SK-MEL-2 | BT-549 | UACC-257 | MALME-3M
13 | Nc1nc(Nc2ccc(Cl)cc2O)nc(C(Cl)(Cl)Cl)n1 | 112 | 93 | 102 | 109
14 | Nc1nc(C(=O)NNC(=S)Nc2ccccc2)nn1-c1ccc(S(N)(=O)=O)cc1 | 105 | 114 | 106 | 101
15 | C#C[C@]1(O)CC[C@H]2[C@@H]3CC=C4c5sc(Nc6ncccc6C)nc5CC[C@]4(C)[C@H]3CC[C@@]21C | -11* | -1.5* | -36* | -19*
16 | CCn1cc(-c2ccnc(NCCCNS(=O)(=O)c3ccccc3)c2)c(-c2cccc(OC)c2)n1 | 100 | 112 | 108 | 103
17 | CCN(CC)C(=O)COc1ccc(Cl)cc1C | 100 | 104 | 90 | 97
18 | O=C1C(Cl)C(c2ccccc2Br)N1n1cnnc1 (centres undefined) | 103 | 92 | 88 | 95
19 | Cc1cc(NCc2cc(Nc3ccnc4cc(Cl)ccc34)ccc2F)nc(N2CCCC2)n1 | 93 | 58 | -18* | -66*
20 | CC(=O)OCC1OC(OC2C(COC(C)=O)OC(Sc3ccccc3)C(OC(C)=O)C2OC(C)=O)C(OC(C)=O)C(OC(C)=O)C1OC(C)=O (centres undefined) | 98 | 76 | 104 | 104
21 | O=C(C1CC1)N1CCN(c2ncc([N+](=O)[O-])c(N3CCN(C(=O)C4CC4)CC3)n2)CC1 | 107 | 97 | 105 | 92
22 | N#CC1C2C=CC(CC2)C1C#N (centres undefined) | 107 | 103 | 85 | 101
23 | COc1ccccc1Nc1cc(O)c2c(=O)cc(-c3ccccc3)oc2c1 | 14 | 41 | 54 | 44
24 | CCN(CC)CCC(c1ccccc1)c1ccccc1 | 98 | 114 | 106 | 114

cpd | T-47D | HS 578T | UACC-62 | SK-MEL-28
13 | 77 | 97 | 85 | 105
14 | 107 | 107 | 101 | 117
15 | 29 | -16* | -26* | -79*
16 | 67 | 87 | 90 | 108
17 | 96 | 93 | 101 | 104
18 | / | 93 | 97 | 102
19 | -60* | 57 | -63* | -69*
20 | / | 101 | 102 | 105
21 | 99 | 87 | 94 | 106
22 | 84 | 95 | 92 | 105
23 | 31 | 46 | 36 | 57
24 | 96 | 110 | 97 | 96

Going on with the list:
cpd | Compound | SK-MEL-2 | BT-549 | UACC-257 | MALME-3M
25 | Cn1ncc2c1CCc1cc(S(=O)(=O)c3ccccc3)c(=O)[nH]c1-2 | 111 | 109 | 100 | 111
26 | C[C@]12CC[C@@H]3c4ccc(O)cc4CC[C@H]3[C@@H]1CC[C@@H]2NS(=O)(=O)c1cccc(OC(F)(F)F)c1 | / | 60 | 71 | 40
27 | COc1cc2oc3cc(C)oc(=O)c3c2cc1OC | 97 | 109 | 93 | /
28 | [2H]c1c([2H])n([C@@H]2O[C@H](COC(C)=O)[C@@H](OC(C)=O)[C@H]2OC(C)=O)c(=O)[nH]c1=O | 94 | 100 | 101 | 98
29 | C=C(C)C(CCC(C)C)(C(=O)OCC)C(=O)OCC | 110 | 107 | 92 | 112
30 | CCCCN(CCCC)Cc1cc(CN(CCCC)CCCC)c(O)c(CN(CCCC)CCCC)c1 | 103 | / | 100 | 106
31 | COC(=O)Cc1[nH]c(SC)nc1C(=O)OC | 109 | 103 | 92 | 116
32 | O=C(Nc1ccc(NC(=O)c2cc(=O)[nH]c3ccccc23)cc1)Nc1cccc(C(F)(F)F)c1 | 92 | 63 | 81 | 32
33 | COc1ccc(Br)c(/C=C2\SC(=Nc3ccc(O)cc3)NC2=O)c1 | 96 | 83 | 102 | 90
34 | O=C1Nc2ccccc2C12N=C(NO)c1ccccc1N2 (centres undefined) | 103 | 86 | 102 | 91
35 | c1ccc(OCCOCCOc2ccccc2-c2ccccc2)cc1 | 99 | / | 97 | 96
36 | CCc1oc2ccccc2c1C(=O)c1cc(I)c(O)c(I)c1 | 1.1* | 39 | 71 | 53

cpd | T-47D | HS 578T | UACC-62 | SK-MEL-28
25 | 94 | 85 | 100 | 106
26 | 28 | 68 | 57 | 66
27 | 90 | 106 | 91 | 115
28 | 81 | 101 | 84 | 113
29 | / | 108 | 100 | 107
30 | 87 | 102 | 92 | 98
31 | 108 | 110 | 102 | 117
32 | 58 | 51 | 68 | 64
33 | 69 | 87 | 90 | 101
34 | 96 | 96 | 90 | 112
35 | / | 101 | / | 102
36 | 99 | 49 | 46 | 62

(continued)
cpd | Compound | SK-MEL-2 | BT-549 | UACC-257 | MALME-3M
37 | COC(=O)[C@@]1(/C=C/c2ccccc2)C(=O)N(c2ccc(OC)cc2)[C@@]1(C(=O)OC)c1ccccc1 | 82 | 94 | 96 | 92
38 | NC(=O)c1ccccc1OCc1ccccc1 | 89 | 95 | / | 112
39 | NC(=S)N/N=C/c1ccccc1N | 102 | 104 | 97 | 103
40 | O=CNCNC=O | 115 | 102 | 118 | 109
41 | COc1cccc(N2CCN(c3ncnc4c3[nH]c3ccc(F)cc34)C[C@H]2C)c1 | 55 | -3.9* | 15 | 48
42 | COc1ccc(/C=C/C(=O)Nc2ccc(-c3nc4ccc(F)cc4s3)cc2)cc1OC | 109 | / | 113 | /
43 | Nc1c(C(=O)N/N=C/c2ccc(Oc3ccccc3)cc2)cnn1CC(O)c1ccccc1 (centres undefined) | 100 | 90 | 85 | 104
44 | C=C(C)[C@@H]1CC[C@]2(C(=O)NCc3ccc(O)c(OC)c3)CC[C@]3(C)C(CCC4[C@@]5(C)CCC(OC(C)=O)C(C)(C)C5CC[C@]43C)C12 (some centres undefined) | 62 | 77 | 51 | 77
45 | c1n[nH]cc1-c1nc2ccc3[nH]ncc3c2c2c1CCCC2 | -21* | -19* | 37 | 11
46 | O=C(c1nnc(NC2CCCCC2)o1)c1c[nH]c2ccccc12 | 100 | 117 | 104 | 95
47 | COc1ccc(S(=O)(=O)NCCCNc2nccc(-c3cn(-c4ccccc4)nc3-c3ccc(Cl)c(OC)c3)n2)cc1 | 58 | 75 | / | 104
48 | Cc1ccc(C(=O)C/C(=C/c2ccc(-c3ccc(Cl)cc3)o2)C(=O)NCc2ccccc2Cl)cc1 | 108 | 94 | 93 | 125

cpd | T-47D | HS 578T | UACC-62 | SK-MEL-28
37 | 70 | 97 | 74 | 103
38 | 100 | 104 | 96 | 97
39 | 92 | 104 | 101 | 103
40 | 117 | 123 | 81 | 111
41 | 15 | 73 | 41 | 51
42 | 79 | 110 | 108 | 116
43 | 85 | 103 | 70 | 88
44 | 29 | 70 | 53 | 74
45 | 16 | -4.9* | -0.3* | 18
46 | 68 | 97 | 96 | 111
47 | 52 | 57 | 69 | 87
48 | 74 | 92 | 95 | 103

(further entries)
cpd | Compound | SK-MEL-2 | BT-549 | UACC-257 | MALME-3M
49 | CCCCC/C=C\C/C=C\CCCCCCCCOc1cccc(CCOP(=O)(O)OCC[N+](C)(C)C)c1 | 117 | 105 | 102 | 102
50 | COc1cc2nc(N3CCCC3)nc(NCC3CCCCC3)c2cc1OC | -44* | 43 | -83* | -88*
51 | CC(=O)Nc1cc(=O)[nH]c(SCC(=O)N2CCN(c3cc4c(cc3F)c(=O)c(C(=O)O)cn4C3CC3)CC2)n1 | 93 | 103 | 109 | 95
52 | COc1ccc(-c2nc3ccccc3n3cccc23)cc1OC | 93 | 83 | 83 | 118
53 | NC(=O)c1c(Nc2ccccc2)n[nH]c1N | 96 | 92 | 100 | 111
54 | COc1cc(C)cc(C(O)Cc2cccc(-c3ccc(N(Cc4ccccc4)Cc4ccccc4)cc3)n2)c1 (centres undefined) | 86 | 104 | 85 | 95
55 | O=c1cc(CSc2cccnc2)occ1O | 109 | 118 | / | 101
56 | Nc1ccccc1C(=O)N[C@@H]1CC(=O)c2ccccc2NC1=O | 110 | 98 | 98 | 98
57 | COc1ccc(NC(=O)c2sc3nc4c(cc3c2N)CN(C)CC4)cc1 | 99 | 92 | 110 | 99
58 | O=C1Nc2cc(Cl)ccc2/C1=C/c1ccc(OCC(=O)c2ccccc2)cc1 | 101 | 100 | 107 | 106
59 | CCOC(=O)C1=C(c2ccccc2)N=C2SC3C(=NN(c4ccccc4)C3c3ccc(Br)cc3)N2C1c1ccc(OC)cc1 (centres undefined) | 98 | 98 | 89 | 92
60 | CC12CCC3c4ccccc4CCC3(CO1)C2 (centres undefined) | 109 | 121 | 110 | 95

cpd | T-47D | HS 578T | UACC-62 | SK-MEL-28
49 | 102 | 99 | 98 | 111
50 | -50* | -33* | 87 | -86*
51 | 80 | 91 | 94 | 100
52 | 73 | 95 | 70 | 108
53 | 92 | 125 | 95 | 108
54 | 48 | 86 | 73 | 104
55 | 109 | 104 | 112 | 119
56 | 105 | 95 | 100 | 103
57 | 96 | 96 | 103 | 107
58 | 84 | 87 | 72 | 103
59 | 81 | 91 | 72 | 104
60 | 101 | 94 | 105 | 100

Among those listed so far, these have a thiophene ring, fused or not:
cpd | Compound | SK-MEL-2 | BT-549 | UACC-257 | MALME-3M
8 | CN(C(=O)c1ccc(C(C)(C)C)cc1)c1sc2c(c1C#N)CCC(=O)C2 | 98 | -28* | 97 | -6.1*
57 | COc1ccc(NC(=O)c2sc3nc4c(cc3c2N)CN(C)CC4)cc1 | 99 | 92 | 110 | 99

cpd | T-47D | HS 578T | UACC-62 | SK-MEL-28
8 | -40* | 12 | -44* | 60
57 | 96 | 96 | 103 | 107

Next entries.
cpd | Compound | SK-MEL-2 | BT-549 | UACC-257 | MALME-3M
61 | O=C(O)c1ccc(CO)o1 | 92 | / | 85 | 113
62 | COc1ccc(C(=O)Nc2n[nH]c(Nc3ccccc3)c2C#N)cc1 | 110 | / | 137 | 98
63 | CC(C)c1cccc(O)c1 | 102 | 107 | 109 | 114
64 | O=C(/C=C/C12c3ccccc3C(c3ccccc31)C1C(=O)N(c3ccccc3)C(=O)C12)c1ccccc1 (centres undefined) | 25 | -2.7* | 34 | -38*
65 | O=[N+]([O-])c1cccc(OCCBr)c1 | 97 | 111 | 101 | 101
66 | Nc1ccccc1O | 109 | 89 | 98 | 106
67 | Cc1cc(Br)ccc1N=c1scc(-c2ccc(Cl)cc2)n1C | / | 103 | 97 | 89
68 | O=C(Nc1ccc(-n2cc(-c3ccncc3)c(-c3ccc(Cl)c(O)c3)n2)cc1)c1cc(C(F)(F)F)cc(C(F)(F)F)c1 | / | / | 63 | 102
69 | O=C(C[n+]1cccc2ccccc21)c1ccc(F)cc1 | 102 | 96 | 84 | 107
70 | CCOC(=O)C1=C(c2ccccc2)N=C2SC3C(=NN(c4ccccc4)C3c3ccc(Br)cc3)N2C1c1ccc(O)c(OC)c1 (centres undefined) | 94 | 97 | 87 | 102
71 | Clc1ccc2c(c1)-n1cccc1C(c1ccc3ccccc3c1)=NC2 | / | / | 100 | 98

cpd | T-47D | HS 578T | UACC-62 | SK-MEL-28
61 | 105 | 106 | 101 | 103
62 | 113 | 114 | 100 | 103
63 | 106 | 111 | 100 | 113
64 | 41 | 21 | 1.3* | 2.0*
65 | 105 | 107 | 98 | 104
66 | 90 | 119 | 95 | 108
67 | 83 | 121 | 94 | 102
68 | 48 | -4.2* | 69 | 46
69 | 115 | 101 | 99 | 103
70 | 67 | 80 | 69 | 95
71 | 76 | 110 | 78 | 100

Quoted from above: compounds 61 to 63
cpd | Compound | SK-MEL-2 | BT-549 | UACC-257 | MALME-3M
61 | O=C(O)c1ccc(CO)o1 | 92 | / | 85 | 113
62 | COc1ccc(C(=O)Nc2n[nH]c(Nc3ccccc3)c2C#N)cc1 | 110 | / | 137 | 98
63 | CC(C)c1cccc(O)c1 | 102 | 107 | 109 | 114

cpd | T-47D | HS 578T | UACC-62 | SK-MEL-28
61 | 105 | 106 | 101 | 103
62 | 113 | 114 | 100 | 103
63 | 106 | 111 | 100 | 113

Hits appear at their usual frequency (roughly 10% active in at least one column).
